Screening data deposited in PubChem by several laboratories.
E-sel TNF inh: TNF alpha driven E-selectin expression inhibition. HUVEC TNFa-induced E-selectin immunofluorescence, high content. inhibition, % at 2 µM. hit rate 0.71% among 120,000. AID 1246;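 active = inhibition above the batch mean plus 3 SD, and confirmed as a hit on visual image review, cut at about 43% in these data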;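 also: 0% = TNF-stimulated DMSO wells and 100% = unstimulated control wells; not every result past the cut was called active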
BB579 growth dn: reduces growth of yeast BB579 in restrictive medium; S. cerevisiae BB579 growth, OD615, 48 h; inhibition, % at 10 µM; hit rate 0.51% among 140,000; AID 804;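 active = inhibition above a set limit, 3 SD over the mean compound inhibition, cut at about 44% in these data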; also: inactives centre near -24
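Assay system – yeast BB579 (DeaD) · Dosing – single compound dose of 10 µM, 0.25% DMSO final · Detection – OD615 turbidity measurement · Buffer or medium – CSMM-D restrictive synthetic medium containing dextrose (glucose) · Benchmarks – positive control amphotericin B 10 µg/mL · Incubation – 48 h exposure, 30 °C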
Measles CPE: protection of cells from measles virus; Measles virus-infected cells, CPE protection, absorbance; hit rate 1.5% among 140,000; protection (pct of control), % at 4 µM; AID 841; in the data active = protection mostly above about 24%, no sharp cut-off; inactive = mostly below about 26%; also: some compounds called inactive have numbers as strong as hits
Phagocytosis inh: blocks phagocytosis by macrophages. J774A.1 macrophage IgG-bead phagocytosis, imaging. inhibition, % at 5 µM. hit rate 0.07% among 110,000;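 active = inhibition above the mean of the plate negative controls plus 5 SD, cut at about 13% in these data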;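 also: phagocytic index as fraction of beads internalized from green versus red external bead signal; plate controls were DMSO negative control for no effect and cytochalasin-D positive control for full effect; some results beyond the cut were filed as inactive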
HCT116 PTEN-null: suppresses growth of cells with PTEN deletion. viability, % at 10 µM. HCT116 PTEN-null viability, CellTiter-Glo, 60 h; hits give low values. AID 827. hit rate 1.2% among 140,000;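 active = viability at or below a set limit, 4 SD under the median of all tested compounds, cut at about 3.7% in these data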;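 also: PTEN knockout HCT116 line with beta catenin targeted HCT116 as companion control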
Yeast life ext: extends the lifespan of yeast. S. cerevisiae growth with nicotinamide, OD615; deaD strain in restrictive glucose medium. inhibition of the nicotinamide effect, % at 10 µM. hit rate 0.68% among 130,000. AID 775;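 active = inhibition above a set limit, placed 3 SD over the median of all compounds, cut at about 26% in these data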;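 also: 0% = nicotinamide-treated wells and 100% = cells grown without nicotinamide; some compounds called inactive have numbers as strong as hits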
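Assay system: engineered S. cerevisiae DeaD replicative-lifespan strain, galactose-grown log-phase cells; Buffer or medium: CSMM-D glucose medium, restrictive; Probe or stimulus: nicotinamide 1.5 mM; Compound: single dose 10 µM compound, 0.25% DMSO; Schedule: 4 h preincubation then 48 h treatment at 30 °C; Technique: OD615 measurement.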
NPY-Y2 antag: blocks the human neuropeptide Y Y2 receptor; P49146; inhibition, % at 2.7 µM; NPY-Y2 expressing cells, antagonist mode; hit rate 0.99% among 140,000; in the data active = inhibition above about 17%;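 also: 0% = vehicle with agonist challenge and 100% = reference antagonist with challenge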
Target sequence (P49146 whole entry, looked up): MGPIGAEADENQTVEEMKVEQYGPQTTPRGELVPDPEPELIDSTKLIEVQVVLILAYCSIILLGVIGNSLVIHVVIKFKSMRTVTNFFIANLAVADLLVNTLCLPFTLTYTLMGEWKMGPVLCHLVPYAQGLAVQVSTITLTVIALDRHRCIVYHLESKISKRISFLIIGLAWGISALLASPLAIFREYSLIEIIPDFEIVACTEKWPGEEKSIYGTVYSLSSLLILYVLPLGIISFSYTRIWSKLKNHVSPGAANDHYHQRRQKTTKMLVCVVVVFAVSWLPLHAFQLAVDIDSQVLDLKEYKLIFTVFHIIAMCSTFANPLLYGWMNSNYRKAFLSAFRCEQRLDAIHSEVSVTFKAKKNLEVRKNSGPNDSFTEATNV
GALR2 antag: GALR2 (human) receptor antagonism; O43603; GALR2-expressing cells, antagonist mode; inhibition, % at 4 µM; hit rate 0.39% among 140,000; AID 828; in the data active = inhibition above about 27%;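 also: cells stimulated with galanin 1-16 at roughly its EC80; 0% = agonist challenge control and 100% = basal control without agonist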
Target sequence (O43603 whole entry, looked up): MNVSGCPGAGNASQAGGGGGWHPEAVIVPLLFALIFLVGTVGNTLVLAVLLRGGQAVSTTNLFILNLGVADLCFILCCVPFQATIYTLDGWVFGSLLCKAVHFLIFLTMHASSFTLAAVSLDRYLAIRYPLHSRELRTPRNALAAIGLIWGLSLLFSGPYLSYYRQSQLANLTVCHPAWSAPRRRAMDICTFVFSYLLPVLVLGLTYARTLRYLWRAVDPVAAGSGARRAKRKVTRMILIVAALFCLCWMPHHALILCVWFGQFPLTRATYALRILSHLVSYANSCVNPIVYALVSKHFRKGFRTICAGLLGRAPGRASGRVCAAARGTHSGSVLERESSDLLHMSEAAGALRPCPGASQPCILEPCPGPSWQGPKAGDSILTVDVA
HCT116 bCat-KO: beta-catenin-lacking colon tumor cell growth suppression; HCT116 beta-catenin knockout viability, CellTiter-Glo, 60 h; hits give low values; viability, % at 10 µM; hit rate 1.5% among 140,000;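 active = viability at or under a set limit, the compound median less 4 SD, cut at about 6% in these data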;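 also: 0% = Hyamine 1622 control at 20 µM and 100% = untreated cell control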
MRP1 act: activates MRP-1. H69AR cells + doxorubicin, viability rescue, CellTiter-Glo. viability increase, % at 10 µM. hit rate 0.61% among 140,000. AID 799;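 active = viability gain under doxorubicin at or above a set limit, the compound median plus 3 SD, cut at about 4.7% in these data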;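 also: MRP-1 overexpressing cells given doxorubicin 25 µM after compound pretreatment; 18-22 h compound pretreatment then 72 h with doxorubicin before readout; 0% = doxorubicin-only wells and 100% = vehicle-treated cells without doxorubicin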
* = called active by the depositor; . = not tested or not shown.

SMILES | E-sel TNF inh | BB579 growth dn | Measles CPE | Phagocytosis inh | HCT116 PTEN-null | Yeast life ext | NPY-Y2 antag | GALR2 antag | HCT116 bCat-KO | MRP1 act
Cc1cccc(NS(=O)(=O)c2cc(C(=O)N3CCc4ccccc4C3)ccc2Cl)c1C | 7 | -10 | 3 | -2 | 54 | 1 | 5 | 1 | 64 | -1.9
COc1ccccc1C1/C(=C(/O)c2ccc(C)cc2)C(=O)C(=O)N1Cc1ccco1 (stereo not given) | -2 | -31 | 37 | -10 | 90 | 13 | -1 | 3 | 96 | -1.2
Cc1ccc(NCc2nnc(SCC(=O)N(Cc3ccccc3)C(C)(C)C)o2)c(C)c1 | 15 | 2 | 14 | 0 | 74 | -11 | 1 | -10 | 92 | -2.4
CCCn1c(CC)nc([N+](=O)[O-])c1Sc1ccc(F)cc1 | -13 | -27 | 7 | . | 58 | -20 | 1 | 1 | 63 | -5.0
COc1cccc2cc(C(=O)NCc3ccccn3)c(=O)oc12 | -13 | -10 | 1 | . | 97 | . | 2 | -3 | 92 | -1.9
Cc1cc(C)cc(NC(=O)C(=O)NCc2ccccn2)c1 | . | -25 | 19 | -4 | 103 | -4 | 3 | 7 | 96 | -0.8
COc1ccc(C(CC(=O)Nc2ccc(F)cc2)c2ccccc2)cc1 (stereo not given) | -22 | -39 | 6 | . | 44 | -8 | 2 | -4 | 36 | -2.0
CC(C)(CSc1ccccn1)NS(=O)(=O)c1ccc(Cl)cc1 | . | -40 | 7 | -8 | 90 | 20 | 4 | 15 | 99 | -0.1
COc1ccc(CNC(=O)CSc2n[nH]c(C)c2[N+](=O)[O-])cc1 | 10 | -20 | 5 | -7 | 96 | -2 | 1 | -3 | 93 | 1.0
CC(=O)Nc1nnc(SCC(=O)NCC2CCCO2)s1 (stereo not given) | . | -24 | 12 | 0 | 99 | . | . | . | 90 | -0.4
COc1cc2c(cc1OC)C(C)N(C(=O)c1cc3c(s1)-c1ccccc1OC3)CC2 (stereo not given) | 19 | -7 | 5 | . | 60 | 0 | 9 | -4 | 54 | -2.4
O=C(Nc1ccc(S(=O)(=O)N2CCc3ccccc3C2)cc1)c1ccccc1 | -18 | -51 | 6 | -2 | 93 | 64 | -2 | 12 | 85 | -0.6
COC(=O)c1c(NC(=O)C2CCCO2)sc2c1CCC2 (stereo not given) | -3 | -48 | 21 | 2 | 90 | -24 | -3 | -1 | 89 | -1.9
Cc1nc(SCC(=O)NC(C)c2ccccc2)c2oc3ccccc3c2n1 (stereo not given) | -13 | -8 | 9 | 0 | 69 | -14 | -1 | 8 | 73 | -1.4
CCOC(=O)c1cnn(-c2ccccc2)c1N | -15 | -11 | 4 | 1 | . | -14 | -2 | -10 | 100 | 0.8
CCCCCC(=O)N1CC2(CC(c3cccc(NC(=O)c4ccccc4)c3)=NO2)C[C@@H]1C(N)=O (stereo not given in full) | -18 | 16 | 9 | 1 | 95 | -14 | 11 | -4 | 90 | -4.0
Cc1ccc(NS(=O)(=O)c2ccc(NC(=O)C3CCCO3)cc2)cc1 (stereo not given) | 16 | -13 | 47 | 2 | 87 | -6 | 0 | -2 | 87 | -0.2
Cn1c2c(c(=O)n(C)c1=O)C(NS(=O)(=O)c1ccccc1)(C(F)(F)F)C(=O)N2 (stereo not given) | 14 | -26 | 12 | 1 | 96 | 1 | 0 | 10 | 90 | -0.3
Cc1c(Cl)c([N+](=O)[O-])nn1CC(=O)NCc1cccs1 | . | -37 | 7 | -9 | 86 | 3 | 4 | 3 | 94 | -1.2
CC(=O)c1ccc(OCCCC(=O)Nc2cc(S(=O)(=O)N(C)C)ccc2C)cc1 | -6 | 4 | 19 | -13 | 93 | -4 | -1 | 5 | 96 | -2.3
Cc1ccc(N2CC(C(=O)NCc3ccc4c(c3)OCO4)CC2=O)cc1C (stereo not given) | -12 | -38 | 4 | 1 | 92 | -16 | 7 | 3 | 80 | -1.1
CCN(CC)c1ccc(C(=S)N2CCN(c3ccccc3)CC2)cc1 | . | -18 | 6 | 1 | 86 | -22 | 0 | 10 | 95 | -3.0
Cc1cc(C)cc(NC(=O)C(OC(=O)c2cccs2)c2ccccc2)c1 (stereo not given) | -51 | -28 | 8 | . | 74 | 1 | 12 | -1 | 84 | -0.3
CCC(=O)c1ccc(OCC(O)CN2C(=O)NC(C)(C)C2=O)cc1 (stereo not given) | . | -4 | 1 | 0 | 91 | -9 | . | . | 101 | -0.4
CC(=O)c1ccc(N2CCN(C(=S)Nc3ccccc3F)CC2)cc1 | . | -20 | 10 | -4 | 84 | -7 | 1 | -12 | 83 | 0.1

3 compounds from above, limited to Phagocytosis inh, NPY-Y2 antag and Measles CPE.
| structure | Phagocytosis inh | NPY-Y2 antag | Measles CPE |
| --- | --- | --- | --- |
| COc1ccc(C(CC(=O)Nc2ccc(F)cc2)c2ccccc2)cc1 (stereo not given) | . | 2 | 6 |
| CC(C)(CSc1ccccn1)NS(=O)(=O)c1ccc(Cl)cc1 | -8 | 4 | 7 |
| COc1ccc(CNC(=O)CSc2n[nH]c(C)c2[N+](=O)[O-])cc1 | -7 | 1 | 5 |

Ordered by value in E-sel TNF inh (descending): three from the list above.
Molecule	E-sel TNF inh
Cc1cccc(NS(=O)(=O)c2cc(C(=O)N3CCc4ccccc4C3)ccc2Cl)c1C	7
COC(=O)c1c(NC(=O)C2CCCO2)sc2c1CCC2 (stereo not given)	-3
Cc1ccc(N2CC(C(=O)NCc3ccc4c(c3)OCO4)CC2=O)cc1C (stereo not given)	-12

More entries
Screens by letter – A = E-sel TNF inh; B = BB579 growth dn; C = Measles CPE; D = Phagocytosis inh; E = HCT116 PTEN-null; F = Yeast life ext; G = NPY-Y2 antag; H = GALR2 antag; I = HCT116 bCat-KO; J = MRP1 act
CCOC(=O)/C=C1\SCC(=O)N1CC(=O)NC1CCCCC1
  A: 22	B: -42	C: 5	D: 0	E: 98	F: -5	G: -1	H: 3	I: 98	J: 0.2

CC1CCN(c2ccc(C(=O)O)cc2N)CC1
  A: .	B: -38	C: 5	D: -1	E: 94	F: -22	G: 1	H: -11	I: 101	J: -1.7

CC(c1ccccc1)N(CCC(c1ccccc1)C1CCOC(C)(C)C1)C(=O)c1ccco1 (stereo not given)
  A: -78	B: -10	C: 22	D: -6	E: 46	F: 13	G: 11	H: -2	I: 51	J: -4.7

C=CCn1c(SCC(=O)c2cc(C)n(Cc3cccs3)c2C)nnc1-c1ccncc1
  A: -12	B: -59	C: 19	D: -1	E: 83	F: -1	G: 4	H: 10	I: 90	J: -0.5

CCCN1C(=O)C2(C(C(=O)c3ccc(C)o3)=C(O)C(=O)N2CCCN2CCOCC2)c2ccccc21 (stereo not given)
  A: -5	B: -13	C: 22	D: -1	E: 96	F: -1	G: 2	H: -2	I: 96	J: -3.3

CCOC(=O)/C(=N\Nc1cc(Cl)ccc1Cl)N1CCN(C)CC1
  A: .	B: -4	C: 21	D: -5	E: 94	F: 2	G: 2	H: -5	I: 88	J: -3.3

O=C(ON=C1CCN(S(=O)(=O)c2ccccc2)CC1)c1ccc(F)cc1
  A: -16	B: 8	C: 15	D: .	E: 96	F: 3	G: 2	H: 0	I: 99	J: -1.3

CCCCOc1ncnc2c1[nH]c1ccc(OCC)cc12
  A: -4	B: -34	C: 4	D: 2	E: 105	F: -7	G: 0	H: 15	I: 100	J: -0.9

CCCCSC(=S)N(C)C1CCS(=O)(=O)C1 (stereo not given)
  A: 19	B: -9	C: 3	D: .	E: 95	F: -5	G: 4	H: 7	I: 92	J: -2.6

COc1cc(Nc2nc(SCC#N)nc3ccccc23)cc(OC)c1OC
  A: .	B: -46	C: 13	D: -3	E: 91	F: -7	G: -1	H: -2	I: 97	J: -2.8

CC(C)(C)NS(=O)(=O)c1ccc(NS(C)(=O)=O)cc1
  A: .	B: -8	C: 45*	D: -2	E: 89	F: -8	G: 6	H: -21	I: 81	J: -0.4

CCOC(=O)Cc1csc(NC(=O)CSc2nnc(C(C)C)n2C)n1
  A: -31	B: -32	C: 9	D: 3	E: 106	F: 0	G: 2	H: 10	I: 94	J: -1.2

Cc1nc(NCc2ccccc2)c(C(N)=O)c2c1COC(C)(C)C2
  A: -5	B: 6	C: 15	D: 0	E: 83	F: -19	G: 0	H: 22	I: 92	J: 0.6

CC(=O)Nc1ccc(NC(=O)CSc2ccc(-c3ccc4c(c3)OCO4)nn2)cc1
  A: .	B: -11	C: 5	D: -3	E: 51	F: -4	G: -1	H: 6	I: 57	J: -3.8

CCc1c(C(=O)NNC(=S)NCC(C)C)csc1C
  A: -6	B: -42	C: 13	D: -2	E: 94	F: -16	G: 3	H: -8	I: 97	J: -3.1

CC(=O)Nc1ccc(S(=O)(=O)N(CCO)Cc2ccccc2)cc1
  A: -3	B: 7	C: 2	D: 0	E: 97	F: -2	G: 0	H: -1	I: 97	J: -2.0

Cc1cc(C)nc(NS(=O)(=O)c2ccc(NC(=O)COc3ccccc3)cc2)n1
  A: 11	B: -29	C: 11	D: .	E: 92	F: -10	G: 2	H: 8	I: 84	J: 0.3

CCc1ccccc1NC(=O)C(Cc1cccc(OC)c1OC)c1nn[nH]n1 (stereo not given)
  A: 18	B: -32	C: 9	D: -2	E: 97	F: 5	G: -2	H: -1	I: 98	J: 0.5

O=C(c1cc2sccc2n1Cc1ccc(F)cc1)N1CCCc2ccccc21
  A: -7	B: -27	C: 14	D: .	E: 56	F: .	G: 15	H: 6	I: 55	J: -2.0

OCCSc1ncnc2c1oc1ccccc12
  A: 6	B: 15	C: 14	D: 1	E: 97	F: -16	G: -1	H: -1	I: 99	J: -1.1
